High-throughput results: PubChem, National Center for Advancing Translational Sciences (NCATS)
uPA surface inh – blocks generation of uPA at the cell surface; cell surface uPA generation assay, qHTS; Potency, µM (highest dose often 38.3 µM), without a hit: top-dose activity change, negative = inhibition, most hits filed as inhibitors; 330,000 compounds, 0.31% hits; AID 540303; active = well fitted inhibition curve with a large enough effect; inconclusive = small, poorly fitted or top-dose-only effect; inactive = no such curve, though single readings can be large or run the other way; tested in mouse RAW 264.7 cells; note: potency is the fitted concentration of half-maximal effect; nearly all actives have a fitted effect of over 55% in size
hERG WT inh – inhibitors of human wildtype KCNH2 potassium channel | U2OS, BacMam KCNH2, thallium flux FluxOr; stronger effect = lower value | AID 720551 | 340,000 compounds, 0.37% hits | Q12809 | activity change, % at 1.84 µM;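 active = maximum activity change below -70%; inconclusive = maximum activity change between -70% and -50%; inactive = maximum activity change above -50%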
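U2OS cells transduced with wild-type KCNH2 virus are loaded with FluxOr dye for 45 min, and thallium flux is measured in kinetic reads before and after stimulation buffer. Rate constants are normalized to DMSO controls.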
KCNH2 3.1 block – inhibitors of human KCNH2 3.1 potassium channel isoform; AID 720553; 340,000 compounds, 0.95% hits; U2OS KCNH2 3.1, thallium flux FluxOr; stronger effect = lower value; activity change, % (tested at about 1.8 µM);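 active = maximum activity change below -70%; inconclusive = maximum activity change from -70% to -50%; inactive = maximum activity change above -50%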;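 note: thallium influx rate constant from kinetic fluorescence after stimulation buffer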
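We transduce U2OS cells with the mutant 3.1 virus, culture them overnight, load FluxOr with Red40 quencher for 45 min, then add stimulation buffer and read kinetically for 2 min to derive a normalized rate constant.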
FBPA coupling cs – inhibits coupling enzyme system, counter-screen for aldolase hits | coupling enzyme system counterscreen, AmpLite Red fluorescence | 290,000 compounds, 0.67% hits | activity change, negative = inhibition, % at 58.2 µM, hits read low; in the data active = activity change below about -30%
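Counterscreen of the coupled detection system alone, without aldolase: glyceraldehyde-3-phosphate coupling enzymes plus AmpLite Red readout. Compounds at 57.5 uM final, 10 min RT preincubation, 20 min RT reaction, fluorescence 525/598 nm.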
USP2a block – inhibitors of human ubiquitin-specific protease USP2a; O75604; USP2 core, Ub-CHOP2 coupled fluorogenic reporter, 485/531; Potency, µM (series often up to 38.3 µM), inactives show at the top dose activity change, negative = inhibition, hits mostly inhibitors; 330,000 compounds, 0.01% hits; AID 463254;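 note: potency is the fitted concentration of half-maximal effect; plate controls were DMSO wells for no effect and full inhibition by NEM control for full effect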
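Cell-free coupled assay: 10nM USP2 core preincubated 30min RT with compound in Tris-HCl pH 8.0/CaCl2/CHAPS buffer, then 25nM Ub-CHOP2 and 25nM reporter substrate; fluorescence (Ex 485/Em 531) read after 60min RT, normalized to NEM inhibition, concentration-response curves fitted.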
Eya2 inh – inhibitors of human Eya2 phosphatase activity; 330,000 compounds, 0.006% hits; O00167; Potency, µM (series often up to 76.9 µM), inactives show at the top dose activity, negative = inhibition, hits mostly inhibitors; recombinant Eya2, OMFP fluorescence dephosphorylation (OMFP is methylfluorescein phosphate); note: potency is the fitted concentration of half-maximal effect
Target sequence (O00167 whole entry, looked up): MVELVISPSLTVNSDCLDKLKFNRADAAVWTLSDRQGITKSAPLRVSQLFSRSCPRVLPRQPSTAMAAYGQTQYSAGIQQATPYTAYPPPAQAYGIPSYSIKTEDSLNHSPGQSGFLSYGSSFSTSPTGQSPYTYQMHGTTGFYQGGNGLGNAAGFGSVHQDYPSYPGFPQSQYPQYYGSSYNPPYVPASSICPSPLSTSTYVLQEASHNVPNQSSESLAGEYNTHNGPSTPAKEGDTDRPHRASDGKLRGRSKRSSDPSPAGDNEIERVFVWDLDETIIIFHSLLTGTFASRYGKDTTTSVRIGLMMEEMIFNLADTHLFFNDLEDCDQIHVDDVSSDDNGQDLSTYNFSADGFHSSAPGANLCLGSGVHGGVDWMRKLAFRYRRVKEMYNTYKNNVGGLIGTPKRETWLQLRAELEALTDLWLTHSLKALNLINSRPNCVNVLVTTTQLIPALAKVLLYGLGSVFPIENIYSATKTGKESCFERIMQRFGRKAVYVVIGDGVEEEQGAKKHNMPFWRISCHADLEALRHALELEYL
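Eya2 (0.2 uM) preincubated 10 min at ambient with compound, then OMFP substrate added at 50 uM; 10 min reaction in 50 mM HEPES pH 7.5, 50 mM NaCl, 5 uM MgCl2, 0.05% BSA, 1 mM DTT. Fluorescence read at Ex 485/Em 525 nm.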
GALK inhibitor – blocks human galactokinase activity; P51570; Purified GALK, Kinase-Glo residual ATP luminescence; Potency, µM (highest dose often 57.5 µM), inactives show at the top dose activity change, negative = inhibition, most hits filed as inhibitors; 270,000 compounds, 0.007% hits; note: potency is the fitted concentration of half-maximal effect
Target sequence (P51570 whole entry, looked up): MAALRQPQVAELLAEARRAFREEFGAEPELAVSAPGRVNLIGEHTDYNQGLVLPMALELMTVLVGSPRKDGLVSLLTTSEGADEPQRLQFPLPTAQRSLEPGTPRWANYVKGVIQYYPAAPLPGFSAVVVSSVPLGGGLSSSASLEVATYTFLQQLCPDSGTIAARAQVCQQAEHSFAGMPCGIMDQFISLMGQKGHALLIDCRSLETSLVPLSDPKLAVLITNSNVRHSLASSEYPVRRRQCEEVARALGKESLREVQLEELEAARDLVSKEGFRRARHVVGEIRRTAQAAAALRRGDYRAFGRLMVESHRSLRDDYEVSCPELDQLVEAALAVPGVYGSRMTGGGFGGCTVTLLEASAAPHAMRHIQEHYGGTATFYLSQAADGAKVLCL
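Luminescence from leftover ATP (Ultra-Glo luciferase/luciferin) served as read-out after a 1 h room-temperature reaction of 5 nM GALK with 35 uM ATP and 100 uM galactose.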
BCR signal inh – inhibitors of chronic active B-cell receptor signaling; AID 493014; ABC-DLBCL IkBa-CBG/CBR reporter, luminescence ratio, 4 h; 340,000 compounds, 0.05% hits; Potency, µM (top dose mostly 46.1 µM), for the others: at the top dose ratio change, negative = lower green/red ratio, actives largely listed as inhibitors; active = well fitted inhibition curve with a large enough effect in the signal ratio, with a control signal flat, not every such curve was filed as active; inconclusive = small, poorly fitted or top-dose-only effect, or effect the other way, or a change in a side signal; the % refers to the signal ratio;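 note: potency is the fitted concentration of half-maximal effect; plate controls were basal doxycycline-induced cells for no effect and cells given 10 µM MG132 for full effect; MG132 reads +100%, hits lower the ratio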
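Doxycycline induced both beetle luciferases in TMD8 lymphoma cells; IKK-driven degradation limits the IkappaBalpha-fused green signal, while red luminescence normalises for cell number and nonspecific effects. Compounds tested up to 46 uM, 4 hrs.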
B2AR arrestin – recruits beta-arrestin to the human beta2-adrenergic receptor; Potency, µM (top dose mostly 46.1 µM), inactives show top-dose activation, actives largely listed as activators; 330,000 compounds, 0.02% hits; beta-arrestin recruitment to beta2AR, cell-based reporter; AID 492947;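 note: potency is the fitted concentration of half-maximal effect; 0% = DMSO controls and full agonism = EC100 isoproterenol or metaproterenol; nearly all actives have a fitted effect of over 65% in size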
PKM2 act – PKM2 (human) enzyme activation; 260,000 compounds, 0.34% hits; P14618; AID 1631; Potency, µM (series often up to 57.5 µM), for the others: top-dose activation, usual class: activators; purified PKM2, Kinase-Glo ATP luminescence, activation; response scale: 0% is enzyme alone, no compound; note: potency is the fitted concentration of half-maximal effect; nearly all actives have a fitted effect of over 55% in size
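Purified hPK-M2 (>95% pure) converted ADP (0.1 mM final) to ATP with 0.5 mM PEP in 50 mM imidazole pH7.2, KCl, MgCl2, Tween 20, BSA; 1 h at room temperature. ATP detected by Kinase-Glo luminescence.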
Giardia killer – Giardia lamblia killing | Giardia lamblia trophozoite viability | activity change, % at 7.66 µM, hits read low | 340,000 compounds, 0.15% hits | AID 540267; in the data active = activity change below about -80%; inconclusive = between about -30% and that limit;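 note: parasites exposed to compound for two days anaerobically before the ATP read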
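Giardia trophozoites, 100 cells per well, were exposed to compounds for 48 hrs at 37 deg C under anaerobic conditions; viability was then read as ATP content by bioluminescence after 15-30 min at room temperature.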
* = called active by the depositor; ? = inconclusive; . = no result given; & = joins results of further samples; [ ] = another dose, or the depositor's remark. Unless noted, calls come from the whole dose curve; as a rule, active = well fitted curve in the direction sought with a large enough effect; inconclusive = small, poorly fitted or top-dose-only effect, or another doubt; inactive = no such curve, though single readings can be large; an effect the other way counts as inactive or inconclusive. Unless noted, % is set by controls: 0 for no effect and ±100 for the full control effect.

The first 3 compounds as a preview:
compound | uPA surface inh | hERG WT inh | KCNH2 3.1 block | FBPA coupling cs | USP2a block | Eya2 inh | GALK inhibitor | BCR signal inh | B2AR arrestin | PKM2 act | Giardia killer
Cc1ccc(-n2nnnc2SCn2nnc3ccccc3c2=O)c(C)c1 | . | -2.9 | -1.1 | -3.3 | . | . | -0.3% | . | . | 15.8µM* | -8.6
O=C(CSc1nnc(NC(=O)C2CC2)s1)NCc1cccs1 | 12.6% | -4.4 | 12.1 | -0.9 | 7.5% | 2.3% | 9.8% | 1.2% | 0.0% | . | 10.0
CC1CCN(S(=O)(=O)c2ccc3c(c2)N(CC(=O)NCCCN2CCCCC2C)C(=O)CS3)CC1 (stereo not given) | -14.2% | -7.4 | -9.2 | . | 1.3% | 3.6% | -3.5% | 10.0%&0.5% | 0.0% | . | -12.7

The listing, repeating the preview:
compound | uPA surface inh | hERG WT inh | KCNH2 3.1 block | FBPA coupling cs | USP2a block | Eya2 inh | GALK inhibitor | BCR signal inh | B2AR arrestin | PKM2 act | Giardia killer
Cc1ccc(-n2nnnc2SCn2nnc3ccccc3c2=O)c(C)c1 | . | -2.9 | -1.1 | -3.3 | . | . | -0.3% | . | . | 15.8µM* | -8.6
O=C(CSc1nnc(NC(=O)C2CC2)s1)NCc1cccs1 | 12.6% | -4.4 | 12.1 | -0.9 | 7.5% | 2.3% | 9.8% | 1.2% | 0.0% | . | 10.0
CC1CCN(S(=O)(=O)c2ccc3c(c2)N(CC(=O)NCCCN2CCCCC2C)C(=O)CS3)CC1 (stereo not given) | -14.2% | -7.4 | -9.2 | . | 1.3% | 3.6% | -3.5% | 10.0%&0.5% | 0.0% | . | -12.7
O=C(CN(c1ccccc1)S(=O)(=O)c1ccc(F)cc1)NC1CCS(=O)(=O)C1 (stereo not given) | -2.4% | -3.0 | 2.4 | 3.3 | -2.1% | -7.3% | -0.8% | 3.6% | -0.1% | -1.7% | -5.0
CCOc1ccc(-c2cc(N3C(=O)Nc4ccccc4N3O)on2)cc1 | -14.8% | 3.3 | -0.5 | 15.3 | -2.2% | 9.2% | -2.1% | ? | -0.1% | -18.2% | ?
O=C(Oc1ccc(N(C(=O)c2ccncc2)S(=O)(=O)c2cccs2)cc1)c1ccncc1 | -13.7% | . | 21.2 | 0.4 | 1.9% | 4.6% | -0.3% | -0.4% | 0.2% | 7.5% | -15.1
COc1cc(-c2cc(C(=O)Nc3ccc(C)c(S(=O)(=O)N4CCOCC4)c3)c3ccccc3n2)cc(OC)c1OC | -5.8% | 0.1 | 12.9 | . | 3.2% | 3.7% | . | ? | -1.4% | . | 13.2
COC(=O)CCCCCNc1ccc(C(=O)OC)cc1N | 9.6% | -6.1 | -15.6 | -2.9 | 2.1% | -21.5% | 1.9% | ? | -0.1% | -17.7% | 5.6
CC1CCc2sc(C(=O)OCC(=O)NC(C)C)cc2C1 (stereo not given) | 4.2% | -2.3 | 3.9 | 1.3 | 0.1% | -3.3% | 7.9% | -0.3% | 3.7% | -1.7% | -9.0
Cc1cc(NC(=O)Nc2cccc(Cl)c2)n(-c2ccccn2)n1 | 3.7% | -0.4 | -6.2 | -4.8 | 2.2% | 6.6% | 2.1% | ? | 0.4% | . | -15.8
COCCCNCCOc1cc(C(C)C)ccc1C | -4.4% | -5.6 | 1.8 | 0.9 | 0.3% | 10.1% | 0.6% | -0.7% | -0.1% | 10.0% | 10.4
CC(Oc1ccc(Br)cc1Br)C(=O)Nc1cccnc1Cl (stereo not given) | -11.9% | -1.8 | 5.7 | . | -0.8% | -6.7% | -8.3% | ? | 0.4% | . | -20.8
CCOC(=O)c1c(CSc2ccc(CC)cc2)oc2ccc(O)c(CN(C)C)c12 | -9.4% | 38.7 | ? | -0.5 | 0.0% | 0.3% | -1.2% | ? | -0.2% | . | 2.1
O=C(COC(=O)Cc1cccc(C(F)(F)F)c1)NC1CCS(=O)(=O)C1 (stereo not given) | 3.8% | 3.2 | 3.4 | . | -0.4% | 9.6% | . | 1.9% | 0.5% | . | -23.0
COc1cccc(Nc2cc(C)nc3ccccc23)c1 | -4.6% | 22.6 | -0.2 | 0.8 | -1.0% | -6.4% | 0.1% | 4.0% | 0.0% | -19.1% | 10.0
O=C(NCCN1CCOCC1)c1ccc([N+](=O)[O-])cc1[N+](=O)[O-] | 1.6% | -1.9 | -5.0 | 1.7 | -3.8% | -10.5% | -1.5% | 4.5% | -0.6% | -8.9% | -11.6
Cc1ccc(Cl)cc1N1CCN(C(=O)c2cc3c(=O)n(C)c4ccccc4c3n2C)CC1 | 5.8% | 9.9 | -0.1 | 4.3 | -1.2% | -30.8% | 0.5% | 1.4% | 0.5% | -3.5% | -3.6
CC(=O)Oc1ccc(-c2ccc(C(=O)O)cc2)cc1 | 1.4% | 3.3 | 7.2 | 5.2 | 4.7% | -17.6% | 1.2% | ? | -0.3% | -1.4% | -11.4
COc1ccc(Cl)cc1NC(=O)C(OC)c1ccccc1 (stereo not given) | 8.5% | -1.5 | -10.4 | -19.0 | -9.3% | -3.6% | 1.8% | 2.8% | -0.8% | -1.8% | 2.1
Cc1ccc(CNC(=O)CS(=O)(=O)c2cn(CC(=O)N3CCOCC3)c3ccccc23)cc1 | 9.4% | 3.1 | 9.5 | . | 2.6% | 0.4% | -2.1% | -2.7% | 0.3% | 7.0% | -10.2
O=C(COC(=O)c1c(Cl)cccc1Cl)Nc1ccccc1Br | -5.4% | 0.1 | -3.7 | -2.3 | 1.4% | 1.5% | -1.0% | ? | -0.1% | 11.3% | 4.7
CCCn1c(=O)c2c(nc3n2CCS3)n(C)c1=O | -1.6% | -8.7 | 2.0 | -1.3 | 1.2% | -1.4% | -1.1% | 0.8% | -0.3% | 8.9% | 17.8
C=CCn1c(SCC(=O)Nc2nc(C)cs2)nnc1C(NC(=O)c1ccccc1)C(C)C (stereo not given) | 2.9% | -3.7 | . | 0.1 | 2.5% | -7.0% | -1.9% | ? | -0.5% | -1.6% | 4.2
CCCc1nc2ccccc2c(=O)n1NC(=O)c1c(O)c2ccccc2n(C)c1=O | -10.6% | -0.1 | -5.4 | 3.9 | -3.5% | -1.2% | -1.0% | 6.1% | -0.1% | 4.6% | -0.3
O=C(N/N=C/c1cccn1-c1ccc([N+](=O)[O-])cc1)c1cccnc1 | 11.0% | -0.5 | -1.7 | 1.0 | 0.7% | 14.2% | . | -1.1% | -0.9% | 3.9% | -9.7
CC(Sc1ccccc1)C(=O)N1CCN(S(=O)(=O)c2ccc(Cl)cc2)CC1 (stereo not given) | -7.5% | 20.1 | 5.8 | 1.7 | 2.4% | -6.4% | 0.9% | 5.3% | -1.2% | 12.9% | -12.7
Cc1onc(-c2ccccc2Cl)c1C(=O)Nc1cnn(Cc2ccccc2)c1 | -0.7% | 0.7 | -19.0 | -0.8 | -1.7% | -17.1% | 2.1% | ? | -0.3% | 0.8% | -5.9
CCOCCCNC(=O)Cn1cnc2c(cnn2-c2ccc(C)c(C)c2)c1=O | -0.5% | -3.0 | 19.2 | 4.4 | 0.9% | 0.3% | 5.3% | 4.0% | -1.5% | -0.7% | 16.5
O=C(NC1CC2CCCC(C1)N2C(=O)NCc1ccccc1)C1CC1 (stereo not given) | 6.7% | -14.6 | 5.8 | 1.2 | -0.8% | 5.9% | -0.2% | 7.0% | -0.1% | 0.0% | -2.0
COc1ccc(CN2C(=NC(=O)c3ccccc3)SC3CS(=O)(=O)CC32)cc1OC (stereo not given) | 3.5% | 0.8 | -6.1 | . | -12.4% | -7.5% | 2.4% | -12.1% | -0.6% | . | 7.7
O=C(COc1ccccc1)Nc1nnc(S(=O)(=O)N2CCCC2)s1 | 2.8% | 0.2 | -6.1 | -2.0 | 0.0% | -5.9% | 2.4% | 3.7% | -0.7% | -1.5% | 0.4
CCC(OCC(O)CN1CCCCC1)c1ccccc1 (stereo not given) | ? | -14.0 | 4.7 | -1.1 | -3.4% | -11.5% | 1.0% | 5.6% | -0.7% | -3.1%[0.46 µM] | -2.4
Cc1[nH]c2ccc(-c3n[nH]c(=S)n3C)cc2c1C | 2.5% | 17.2 | 4.4 | 0.3 | -5.7% | 18.4% | 4.0% | -4.4% | -1.1% | -16.7% | -17.1
Cc1cccc(NC(=O)CCC(=O)N/N=C/c2ccco2)c1C | 3.3% | -4.9 | -7.4 | 0.1 | 8.3% | 10.0% | 2.6% | 0.6% | -1.2% | -6.9% | -13.5
Cc1ccc(S(=O)(=O)N/N=C\c2ccc3c(c2)OCO3)c(C)c1 | 3.5% | -15.7 | -4.4 | . | 0.8% | -1.3% | -3.6% | 2.9% | -1.6% | 0.9% | 13.8
COc1cccc(C(=O)NNC(=O)c2ccc(NS(=O)(=O)c3cccs3)cc2)c1OC | 4.1% | -11.6 | 7.0 | . | 0.3% | 5.8% | . | -10.1% | 0.1% | . | -15.5
